BLM helicase inh – Bloom syndrome helicase (human) inhibition. hit rate 0.2% among 350,000. P54132. Potency, µM (titrated, usually from 56.1 µM), without a hit: at the highest dose activity change, negative = inhibition, hits mostly inhibitors. recombinant BLM DNA unwinding, fluorescence dequenching;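 note: potency is the fitted concentration of half-maximal effect; plate controls were vehicle for no effect and no enzyme for full effect; nearly all actives have a fitted effect of over 35% in size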
ERG Ets-DNA blk – ERG Ets/DNA interaction inhibition. P11308. fluorescence polarization, His-ERG Ets domain / labelled DNA. Potency, µM (series often up to 76.9 µM), without a hit: at the top dose FP activity, negative = inhibition, most hits filed as inhibitors. hit rate 0.028% among 370,000. AID 624246; active = well fitted inhibition curve with a large enough effect in the polarisation, with a control signal flat; inconclusive = small, poorly fitted or top-dose-only effect, or effect the other way, or a change in a side signal; inactive = no such curve, though single readings can be large or run the other way; the % refers to the polarisation;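 note: polarization taken with two DNA probes labelled with fluorescein and Texas red; potency is the fitted concentration of half-maximal effect; % of control where 0% means no effect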
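His-tagged ERG Ets domain (1 uM in the protein solution; 300mM KCl, 50mM Tris-HCl, 1mM EDTA, 1mM DTT, pH 7.5) received compound, then a probe mix of 5 nM fluorescein-DNA and 100nM Texas-615-DNA. Fluorescence polarization was read for both dyes.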
APE1 inh – blocks human APE1 abasic DNA cleavage. P27695. recombinant APE1, TAMRA/BHQ-2 abasic DNA cleavage fluorescence. Potency, µM (titrated, usually from 65.8 µM), for the others: top-dose activity change, negative = inhibition, actives largely listed as inhibitors. hit rate 0.35% among 350,000. AID 2517;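 note: potency is the fitted concentration of half-maximal effect; plate controls were vehicle for no effect and reference inhibitor for full effect; nearly all actives have a fitted effect of over 55% in size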
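Enzyme (0.75 nM final) and test compound are incubated 15 min at room temperature before adding 50 nM quenched THF abasic-site duplex. Cleavage dequenches TAMRA, followed at 525/598 nm over three reads one minute apart.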
12-LOX inh – ALOX12 (human) lipoxygenase inhibition; P18054; purified 12hLO, xylenol orange hydroperoxide absorbance; Potency, µM (highest dose often 108 µM), for the others: at the top dose activity change, negative = inhibition, hits mostly inhibitors; hit rate 1.1% among 580,000; AID 1671190; note: potency is the fitted concentration of half-maximal effect; % is set by controls: 0 for no effect and ±100 for the full control effect
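Purified human 12hLO (150 nM final) in 25 mM Hepes, 0.01% Triton X-100, pH 7.0 was preincubated 15 min at room temperature with compound. Then 40 uM arachidonic acid was added, 30 min. Hydroperoxide was read by Fe-XO absorbance ratio 573/405 nm.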
Anesthetic bind – binds horse apoferritin like a general anesthetic; apoferritin/1-aminoanthracene competitive binding, fluorescence; Potency, µM (highest dose often 77.5 µM), for inactives: top-dose activity change, negative = displacement, usual class: inhibitors; hit rate 0.074% among 350,000; AID 485281; P02791; note: potency is the fitted concentration of half-maximal effect; % is set by controls: 0 for no effect and ±100 for the full control effect; nearly all actives have a fitted effect of over 20% in size
Target sequence (P02791 2-175 limits assumed): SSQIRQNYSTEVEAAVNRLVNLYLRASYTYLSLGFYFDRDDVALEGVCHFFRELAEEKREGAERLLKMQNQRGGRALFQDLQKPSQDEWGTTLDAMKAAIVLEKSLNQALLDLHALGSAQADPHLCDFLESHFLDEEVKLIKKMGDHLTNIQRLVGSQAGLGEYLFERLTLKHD
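Probe: 1-aminoanthracene (50% saturated, PBS). Protein: horse-spleen apoferritin, 10 uM. Incubation: 10 min, room temperature. Detection: 380 nm excitation, 535 nm emission. Analysis: normalized response, four-parameter Hill.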
Pol kappa inh – blocks human DNA polymerase kappa activity | Q9UBT6 | purified Pol kappa, fluorescent DNA synthesis assay, 10 min | Potency, µM (top dose mostly 107 µM), for the others: at the top dose activity, negative = inhibition, actives largely listed as inhibitors | hit rate 0.53% among 400,000; note: potency is the fitted concentration of half-maximal effect; % is set by controls: 0 for no effect and ±100 for the full control effect
Target sequence (Q9UBT6 whole entry, looked up): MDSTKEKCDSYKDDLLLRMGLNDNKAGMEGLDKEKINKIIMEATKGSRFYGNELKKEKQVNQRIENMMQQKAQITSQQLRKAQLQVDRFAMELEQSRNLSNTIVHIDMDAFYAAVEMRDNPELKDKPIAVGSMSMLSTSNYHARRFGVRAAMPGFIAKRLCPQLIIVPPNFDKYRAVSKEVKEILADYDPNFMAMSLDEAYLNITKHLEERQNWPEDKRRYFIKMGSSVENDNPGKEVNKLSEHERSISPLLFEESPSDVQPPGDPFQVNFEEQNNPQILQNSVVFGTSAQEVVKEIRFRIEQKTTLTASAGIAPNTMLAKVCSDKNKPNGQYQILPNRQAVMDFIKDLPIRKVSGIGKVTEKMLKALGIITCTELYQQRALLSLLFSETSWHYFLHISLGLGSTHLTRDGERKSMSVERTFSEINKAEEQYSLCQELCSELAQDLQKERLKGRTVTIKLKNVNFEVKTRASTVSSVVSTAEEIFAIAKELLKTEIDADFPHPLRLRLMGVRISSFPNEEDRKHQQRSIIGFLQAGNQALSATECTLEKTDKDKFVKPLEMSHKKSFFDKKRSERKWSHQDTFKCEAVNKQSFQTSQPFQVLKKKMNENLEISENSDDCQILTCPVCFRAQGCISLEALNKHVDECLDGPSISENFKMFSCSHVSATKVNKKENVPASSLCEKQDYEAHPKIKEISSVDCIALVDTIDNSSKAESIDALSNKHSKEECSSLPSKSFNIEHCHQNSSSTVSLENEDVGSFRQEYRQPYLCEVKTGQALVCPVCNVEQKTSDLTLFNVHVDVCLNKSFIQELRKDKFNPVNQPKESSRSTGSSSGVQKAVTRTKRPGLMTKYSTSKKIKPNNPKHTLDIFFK
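50 nM final substrate added after 15 min RT preincubation of 10 nM Pol kappa with compound; fluorescence read at 0 and 10 min.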
TRHR agonist – activates the human TRH receptor; activation, % at 2 µM; hit rate 0.18% among 360,000; TRHR cells, calcium flux fluo-8, FDSS agonist mode; in the data active = activation above about 30%; note: 0% is about no effect
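In this calcium-flux screen, cells bearing human TRHR are dye-loaded with fluo-8, baselined for 10 cycles, then exposed to library compounds; positive kinetic calcium responses during the agonist phase mark hits, with TRH as control.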
POLB inh – blocks human DNA polymerase beta activity; P06746; Pol beta primer extension/strand displacement, fluorescence kinetic; Potency, µM (top dose mostly 114 µM), inactives show top-dose activity change, negative = inhibition, usual class: inhibitors; hit rate 1.3% among 340,000; AID 485314; note: potency is the fitted concentration of half-maximal effect; % is set by controls: 0 for no effect and ±100 for the full control effect
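Values derive from four-parameter Hill fits of normalized kinetic data: reads at 0 and 10 min following addition of 50 nM substrate to 10 nM Pol beta preincubated 15 min with compound.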
Pol iota inh – inhibitors of human DNA polymerase iota | AID 588590 | hit rate 1% among 390,000 | Pol iota fluorescent replication assay, 10 min | Potency, µM (top dose mostly 115 µM), for the others: at the top dose activity, negative = inhibition, actives largely listed as inhibitors; note: potency is the fitted concentration of half-maximal effect
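Fluorescent replication assay read twice, at 0 min and 10 min after adding 50 nM (final) substrate. Enzyme (10 nM) and compounds were first incubated 15 min at room temperature; enzyme-free buffer wells were negative controls.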
An asterisk follows results filed as active; u = inconclusive; x = not tested or not shown; [ ] = another dose, or the depositor's remark. Unless noted, calls come from the whole dose curve; as a rule, active = well fitted curve in the direction sought with a large enough effect; inconclusive = small, poorly fitted or top-dose-only effect, or another doubt; inactive = no such curve, though single readings can be large; an effect the other way counts as inactive or inconclusive.

SMILES | BLM helicase inh | ERG Ets-DNA blk | APE1 inh | 12-LOX inh | Anesthetic bind | Pol kappa inh | TRHR agonist | POLB inh | Pol iota inh
CCOc1ccc(CNC(=O)Cn2nc(C)n3nc(-c4ccccc4)cc3c2=O)cc1 | 0% | -11% | 29% | -16% | 1% | 1% | 0.2 | 0% | 1%
COc1ccc(-n2nc(C(=O)Nc3cccc(C)n3)c3c4ccccc4n(C)c3c2=O)cc1 | -3% | -12% | x | -20% | 6% | -3% | 1.6 | 21% | -4%
COc1ccc(S(=O)(=O)N(C)C[C@H]2Oc3ccc(NC(=O)Cn4cnnn4)cc3C(=O)N([C@H](C)CO)C[C@@H]2C)cc1 | x | 18% | -9% | 3% | x | 5% | x | x | -24%
CCC1=C([N+](=O)[O-])C(c2ccc3c(c2)OCO3)NC(=O)N1 (stereo not given) | -9% | 10% | -1% | 11% | u | 1% | 1.0 | 1% | 103%[activator]
CC1=CC(c2ccc(Cl)cc2)n2nc(NC(=O)c3ccccc3)nc2N1 (stereo not given) | -15% | -5% | -1% | 29% | u | -4% | -0.6 | 5% | 28%
O=C(N/N=C/c1ccc(F)cc1)c1ccncc1 | -2% | 2% | 22% | 3% | -12% | -1% | 0.2 | -1% | 95%[activator]
Cc1nnc(SCC(=O)NCc2ccco2)[nH]c1=O | 10% | 3% | 25µM* | -19% | 46%[activator] | u | -0.4 | 0% | u
CCCc1nnc(NS(=O)(=O)c2ccc(C)cc2)o1 | x | -11% | x | -18% | x | -13% | x | x | -21%
CCOc1ccc(NC(=O)C(C)N2C(=O)c3ccccc3C2=O)cc1 (stereo not given) | 1% | -8% | -6% | 0% | -2% | -12% | -0.2 | 63% | 159%[activator]
O=C(Cn1nnc(-c2ccccc2F)n1)Nc1ccc2c(c1)OCO2 | -4% | x | 4% | -1% | -8% | -5% | -0.4 | 13% | -10%
COc1ccc(OCC(=O)NC2CCCc3ccccc32)cc1 (stereo not given) | -4% | 9% | -13% | 16% | 3% | 7% | -0.3 | 14% | -15%
CCC(c1nnc(SCC(=O)NCC2CCCO2)n1Cc1ccccc1)N(C)C (stereo not given) | x | -1% | x | -23% | x | -6% | x | x | 18%
COc1cc(NC(=O)c2ccc3c(c2)OCCO3)ccc1NC(=O)c1cccs1 | -5% | 9% | 1% | 3% | -3% | -2% | 0.0 | -1% | 105%[activator]
NC(=O)NCc1ccccc1F | -1% | 0% | -1% | -6% | -3% | 11% | -1.7 | 19% | 14%
COC(=O)c1sccc1OCc1cccc(OC)c1 | -3% | 4% | -8% | -10% | -23% | -10% | -0.5 | 1% | -6%
CC(=O)Nc1ccc2nc(NC(=O)COc3ccccc3Cl)sc2c1 | -7% | -5% | -3% | -27% | -2% | -9% | -0.5 | 4% | 78%[activator]
CCn1c(SCC(=O)Nc2cccc(C)n2)nc2c1c(=O)n(C)c(=O)n2C | 3% | 4% | 3% | -11% | 1% | -9% | 0.6 | 5% | 43%[activator]
C[C@H](NCc1c[nH]c2ccccc12)c1ccccc1 | -3% | 5% | 13% | 87%[activator] | -7% | -1% | 1.0 | 0% | 15%
COc1ccc(OC)c(CNC(=O)C2CCN(S(=O)(=O)c3ccc4[nH]c(=O)oc4c3)CC2)c1 | 1% | 0% | x | -4% | -4% | -3% | 0.2 | 4% | 3%
CCCc1ccc2oc(C(=O)N3CCCC3)c(C)c2c1 | -4% | 10% | -10% | -1% | -15% | -3% | 0.1 | 1% | 67%[activator]
Cc1ccc(-n2nnnc2SCC(=O)c2c(N)n(C3CC3)c(=O)[nH]c2=O)cc1 | x | -8% | -1% | 0% | x | -9% | -0.1 | x | -30%
Clc1cccc(CNc2cc(-c3ccccc3)nc3nncn23)c1 | 3% | 11% | x | -6% | u | 4% | -1.2 | 1% | 2%
O=C(Cc1ccc([N+](=O)[O-])cc1)Nc1nnc(C2CC2)s1 | -1% | -1% | 0% | -19% | -10% | -8% | 2.6 | 43% | 24%
CC1=CC(c2ccccc2)n2nc(NC(=O)CCCC(=O)O)nc2N1 (stereo not given) | -1% | -5% | 1% | u | 55%[activator] | -3% | 0.5 | 60% | 12%
Nc1c(C(=O)O)sc2nc(-c3ccccc3)cc(-c3ccc(F)cc3)c12 | -6% | 5% | -3% | u | -2% | 1% | 6.8 | 1% | 6%
COc1ccc2c(c1)c(C)cc[n+]2Cc1ccccc1 | -3% | -11% | 7% | 9% | 1% | 6% | -0.4 | 28% | 14%
CC(C)C(=O)Nc1c(-c2ccccc2Cl)c(=O)c2ccccc2n1C | -1% | -5% | 11% | 0% | -10% | 20% | -0.2 | 31% | -19%
COc1ccc2nc(C)cc(C(=O)O)c2c1 | -2% | 6% | -2% | 1% | -4% | 0% | -0.1 | u | 8%
CC(C)n1c(N2CCN(C(=O)Nc3ccccc3)CC2)nc2ccccc21 | -3% | 0% | -2% | 0% | 0% | -3% | 0.3 | -15% | 4%
O=C(CCN1C(=O)/C(=C/c2cccs2)SC1=S)Nc1ccc(C(=O)O)c(O)c1 | 1% | 1% | -17% | u | -24% | -3% | 1.0 | u | 18%

Entries listed so far containing a furan ring, fused or not (2):
SMILES | BLM helicase inh | ERG Ets-DNA blk | APE1 inh | 12-LOX inh | Anesthetic bind | Pol kappa inh | TRHR agonist | POLB inh | Pol iota inh
Cc1nnc(SCC(=O)NCc2ccco2)[nH]c1=O | 10% | 3% | 25µM* | -19% | 46%[activator] | u | -0.4 | 0% | u
CCCc1ccc2oc(C(=O)N3CCCC3)c(C)c2c1 | -4% | 10% | -10% | -1% | -15% | -3% | 0.1 | 1% | 67%[activator]

Following part.
SMILES | BLM helicase inh | ERG Ets-DNA blk | APE1 inh | 12-LOX inh | Anesthetic bind | Pol kappa inh | TRHR agonist | POLB inh | Pol iota inh
CCC(C)c1ccc(NC(=O)COC(=O)c2nc3nccc(C)n3n2)cc1 (stereo not given) | -3% | -2% | 17% | -3% | u | 4% | 0.5 | 14% | 16%
COc1ccc(OCC(=O)NNC(=O)C(=O)Nc2cc(OC)ccc2OC)cc1 | 0% | -4% | -5% | 0% | -3% | -3% | -1.5 | 21% | 70%[activator]
CCN(CC)c1ccc(NC(=O)CN2C(=O)c3cccnc3Oc3ccc(Cl)cc32)c(C)c1 | -11% | -2% | x | u | -10% | 8% | -0.9 | 2% | 11%
CC(C)N(Cc1nc2ccccc2c(=O)[nH]1)C(=O)c1ccc(NC(=O)CSc2nnnn2C)cc1 | x | 1% | 5% | 3% | x | -5% | 0.1 | x | 23%
CCOC(=O)c1ccc(NC(=O)c2nc[nH]c2C(=O)N(CC)CC)cc1 | -2% | -10% | -3% | 6% | 1% | -10% | 0.5 | 9% | u
C#CCn1c(=O)c2c(nc(/C=C/c3cccc(OC)c3)n2C)n(CCCO)c1=O | -1% | x | 2% | x | -4% | 14%[60.1 µM] | x | x | x
COc1ccc(Cl)cc1NC(=O)Nc1ccccc1SC | -1% | 6% | 2% | -2% | 3% | -3% | -2.8 | -24% | 11%
Cc1ccc2[nH]cc(CCNC(=O)C3CCCCC3)c2c1 | -2% | 4% | 15% | -29% | -19% | -1% | -1.1 | 13% | 0%
O=C(CN1CCc2ccccc2C1)NCC(=O)Nc1ccc(F)cc1 | -3% | 3% | 8% | -5% | -16% | 0% | 2.8 | 0% | 66%[activator]
O=C(O)CNC(=S)N(Cc1ccccc1)Cc1cccnc1 | -1% | 6% | 0% | 4% | -7% | -7% | 1.0 | 9% | 2%
Cc1cc(Cl)c(S(=O)(=O)N2CCSCC2)cc1OCC(=O)NC1CCCCC1 | -6% | -6% | 2% | 10% | -10% | -13% | 0.7 | 0% | -5%
Nc1ncnc2c1ncn2[C@@H]1O[C@H](CNCc2ccccc2)[C@@H](O)[C@H]1O | x | 7% | 35% | x | x | -14% | x | x | 2%
COc1ccc(C(=O)NCC(=O)N/N=C/c2ccc([N+](=O)[O-])o2)cc1OC | -6% | -2% | -8% | 0% | 7% | -7% | -0.6 | -22% | u
NC(=O)c1cc(S(=O)(=O)N2CCOCC2)ccc1Sc1ccccc1N | x | -1% | 6% | u | x | 1% | 0.2 | x | 68%[activator]
COc1ccc(Cc2c(O)nc(SCC(C)C)[nH]c2=O)cc1 | 1% | 4% | 12% | 0% | -4% | 0% | 0.3 | u | 24%
CN(C)CCNC(=O)CN1C(=O)COc2ccc(S(=O)(=O)N3CCCC3)cc21 | -1% | -7% | x | 0% | -9% | -2% | -0.1 | -1% | 23%
CNC(=S)N1N=C(c2ccc(C)cc2)CC1c1cc(OC)ccc1OC (stereo not given) | -18% | 0% | 7% | -13% | -3% | -7% | 0.4 | 35% | -9%
CC1Sc2ccccc2N(CC(=O)N(C(C)C)C(C)C)C1=O (stereo not given) | -3% | -7% | -3% | 26% | -22% | -6% | -0.4 | -6% | 12%
CCc1nnc(NC(=O)CCC(=O)N2CCN(Cc3ccc(OC)c(F)c3)CC2)s1 | -1% | 1% | -6% | -16% | -9% | -6% | 0.1 | 46% | -1%
CCO[C@H]1OC(C(=O)NCc2ccccc2)=C[C@@H](c2ccccc2)[C@@H]1CCCO | -4% | -10% | 1% | -4% | -6% | 1% | 1.5 | 0% | 8%
CCOC(=O)N1CCN(S(=O)(=O)c2ccc(C(=O)Nc3sc4c(c3C#N)CCC4)cc2)CC1 | -1% | x | -3% | -7% | -5% | -6% | -0.1 | 0% | 19%
COc1ccccc1N1CC(C(=O)OCC(=O)c2ccc(F)cc2)CC1=O (stereo not given) | -4% | -7% | 0% | -25% | -19% | 5% | -0.9 | 14% | 22%
O=C(COc1ccc(C(=O)c2ccc(F)cc2)cc1)Nc1cccc(S(=O)(=O)N2CCOCC2)c1 | x | -16% | -7% | 16% | x | -9% | x | x | -2%

Screens as filed in PubChem.

An excerpt; count on the stated rates, not on these rows.
